EPAC2 antagonist: antagonists of human EPAC2; Q8WZA2; EPAC2 GEF exchange of Rap1B-BODIPY-GDP, fluorescence; Potency, µM (top dose mostly 114 µM), without a hit: at the highest dose activity, negative = inhibition, usual class: inhibitors; actives 0.18% (n = 360,000); further: potency means the concentration at half of the fitted maximal effect; on the % scale 0 is the no-effect control and ±100 the full control effect; nearly all actives have a fitted effect of over 45% in size; many of its hits are not listed in these tables
WRN helicase inh: WRN helicase (human) inhibition; Q14191; WRN helicase unwinding, fluorescent forked duplex, kinetic; Potency, µM (highest dose often 114 µM), for inactives: at the top dose activity change, negative = inhibition, most hits filed as inhibitors; actives 0.46% (n = 360,000); AID 651768; further: potency means the concentration at half of the fitted maximal effect; on the % scale 0 is the no-effect control and ±100 the full control effect; nearly all actives have a fitted effect of over 55% in size
Target sequence (Q14191 whole entry, looked up): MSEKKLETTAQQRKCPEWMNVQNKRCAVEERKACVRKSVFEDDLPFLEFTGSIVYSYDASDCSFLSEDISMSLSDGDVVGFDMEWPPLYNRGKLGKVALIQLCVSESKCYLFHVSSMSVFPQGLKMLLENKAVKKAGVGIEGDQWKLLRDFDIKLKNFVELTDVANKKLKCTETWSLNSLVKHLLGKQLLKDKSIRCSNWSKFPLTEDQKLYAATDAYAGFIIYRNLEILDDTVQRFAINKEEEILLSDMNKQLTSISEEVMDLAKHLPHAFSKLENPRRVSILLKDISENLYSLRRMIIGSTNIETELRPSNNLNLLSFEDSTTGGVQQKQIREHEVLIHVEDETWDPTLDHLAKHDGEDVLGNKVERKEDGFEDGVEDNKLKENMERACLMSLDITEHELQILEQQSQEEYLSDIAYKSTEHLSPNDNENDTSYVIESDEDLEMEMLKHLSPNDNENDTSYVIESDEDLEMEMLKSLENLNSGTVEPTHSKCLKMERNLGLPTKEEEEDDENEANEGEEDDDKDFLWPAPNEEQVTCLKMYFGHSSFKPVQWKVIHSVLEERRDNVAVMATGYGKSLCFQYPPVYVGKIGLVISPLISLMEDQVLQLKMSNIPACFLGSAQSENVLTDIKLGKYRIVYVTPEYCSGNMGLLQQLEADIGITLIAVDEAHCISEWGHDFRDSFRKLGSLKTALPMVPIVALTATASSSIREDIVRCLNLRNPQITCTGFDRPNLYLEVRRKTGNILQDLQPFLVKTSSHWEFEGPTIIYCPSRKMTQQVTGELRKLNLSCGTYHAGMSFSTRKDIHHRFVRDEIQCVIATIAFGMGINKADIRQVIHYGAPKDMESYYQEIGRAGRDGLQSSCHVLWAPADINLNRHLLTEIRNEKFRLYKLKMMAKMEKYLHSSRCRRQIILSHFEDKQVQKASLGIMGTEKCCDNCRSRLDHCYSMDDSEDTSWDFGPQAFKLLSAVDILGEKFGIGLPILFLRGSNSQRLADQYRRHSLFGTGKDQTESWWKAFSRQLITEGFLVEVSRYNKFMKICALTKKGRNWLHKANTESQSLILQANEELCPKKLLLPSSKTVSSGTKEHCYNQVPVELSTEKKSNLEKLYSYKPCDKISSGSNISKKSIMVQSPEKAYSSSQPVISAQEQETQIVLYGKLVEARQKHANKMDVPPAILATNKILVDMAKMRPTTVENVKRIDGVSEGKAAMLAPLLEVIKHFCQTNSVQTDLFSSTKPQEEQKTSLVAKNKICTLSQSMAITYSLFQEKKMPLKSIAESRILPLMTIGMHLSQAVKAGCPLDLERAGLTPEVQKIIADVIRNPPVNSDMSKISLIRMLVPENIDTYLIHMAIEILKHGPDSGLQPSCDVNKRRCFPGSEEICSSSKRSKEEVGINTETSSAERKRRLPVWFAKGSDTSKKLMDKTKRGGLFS
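Fluorescence dequenching readout, ex 525 nm/em 598 nm, kinetic mode: forked duplex DNA (100 nM final) with adjacent fluorophore and quencher unwound by WRN (20 nM final) with 2 mM ATP. Compound preincubation 15 min, room temperature.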
EPAC1 agonist: EPAC1 (human) agonism | EPAC1 agonist qHTS, biochemical assay; response scale: 100% = response to 6.5 mM cAMP | Potency, µM (titrated, usually from 154 µM), without a hit: at the top dose activation, most hits filed as activators | actives 0.073% (n = 360,000); further: potency means the concentration at half of the fitted maximal effect; nearly all actives have a fitted effect of over 60% in size
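Nucleotide exchange assay: 100 nM EPAC1 with 250 nM Rap1B loaded with BODIPY-GDP and 50 uM GDP, room temperature. Fluorescence (480/540 nm) read every 5 min for 30 min; signal change normalized to 6.5 mM cAMP as full agonist.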
EPAC1 antagonist: antagonists of human EPAC1 | O95398 | EPAC1 GEF assay, Rap1b-BODIPY-GDP exchange fluorescence | Potency, µM (top dose mostly 115 µM), for the others: top-dose activity change, negative = inhibition, usual class: inhibitors | actives 0.14% (n = 360,000);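 further: potency means the concentration at half of the fitted maximal effect; plate controls were vehicle for no effect and positive control for full effect; nearly all actives have a fitted effect of over 50% in size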
MmCpn inh: blocks the Methanococcus maripaludis chaperonin Mm-Cpn; purified Mm-Cpn ATPase, ADP Transcreener TR-FRET; Potency, µM (highest dose often 76.9 µM), for the others: at the highest dose activity, negative = inhibition, most hits filed as inhibitors; actives 0.031% (n = 330,000); AID 504842; further: potency means the concentration at half of the fitted maximal effect; on the % scale 0 is the no-effect control and ±100 the full control effect; nearly all actives have a fitted effect of over 80% in size
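TR-FRET (320 nm excitation; 590 and 665 nm emission) reports ADP made from 10 uM ATP by 25 nM enzyme; compounds were preincubated 10 min, reaction run 30 min, both at 37°C.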
PI5P4Ka inh: PI5P4K alpha (human) kinase inhibition; P48426; PI5P4Kalpha enzyme, ADP-Glo luminescence, 60 min; hits give low values; max response, %; actives 1.2% (n = 330,000); AID 652105; active means max response of -50% or lower; inconclusive means between -30% and -50%; inactive means -30% or higher; further: value at the top dose of about 77 µM; on the % scale 0 is the no-effect control and ±100 the full control effect
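Reactions run in 0.038 M HEPES pH 7.4, 0.28 mM EGTA, 0.1% CHAPS and 5% DMSO, with PI5P4Kalpha, substrate, compound and 5 microM ATP final, one hour at room temperature. Readout is ADP-Glo luminescence.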
PLK1 PBD block: inhibitors of human PLK1 polo-box domain binding; P53350; Plk1 PBD binding of FITC phosphopeptide, fluorescence polarization; Potency, µM, inactives show max response, negative = inhibition, actives largely listed as inhibitors; actives 2.8% (n = 360,000); AID 720504; further: potency means the concentration at half of the fitted maximal effect; series mostly up to about 57 µM; on the % scale 0 is the no-effect control and ±100 the full control effect; nearly all actives have a fitted effect of over 65% in size
CCT modulator: cytosolic chaperonin activity modulation; purified chaperonin ATPase assay, HTRF ADP detection, 30 min; activity change, % (no concentration beside the values), hits read low; actives 0.3% (n = 360,000); AID 651819; in the data active means activity change below about -30%; further: on the % scale 0 is the no-effect control and ±100 the full control effect
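We incubate TRiC, 40 or 20 nM final, with library compounds at 76 uM and 10 uM ATP for 30 min at 37 °C. ADP formed is detected with Transcreener HTRF reagents after 30 min at room temperature.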
* marks the source's active call; other numbers are inactive results; u = inconclusive; x = no result given; & = joins results of further samples; [ ] = another dose, or the depositor's remark. Unless noted, the call rests on the fitted dose curve; in most records, active means well fitted curve in the direction sought with a large enough effect; inconclusive means small, poorly fitted or top-dose-only effect, or another doubt; inactive means no such curve, though single readings can be large; an effect the other way counts as inactive or inconclusive. An excerpt. The share of hits here may be higher or lower than overall.

SMILES | EPAC1 antagonist | EPAC2 antagonist | MmCpn inh | EPAC1 agonist | PLK1 PBD block | PI5P4Ka inh | CCT modulator | WRN helicase inh
COc1cccc(CN2CCC(CO)(CC3CCCCO3)CC2)c1 (stereo not drawn) | -17% | 2% | -1% | -7% | -3% | 7 | -3.0 | 26%
O=C(COC(=O)CC1CCCC1)Nc1ccc(Cl)cc1 | -19% | -19% | 2% | 7% | 3% | 0 | -0.6 | -4%
Cc1ccc(-n2ccnc2SCC(=O)O)cc1C | 1% | 5% | 3% | 2% | u | -3 | -0.9 | 6%
Cc1cc(C)n(CCc2nc(-c3ccc(C)o3)cs2)n1 | -3% | 16% | 0% | -1% | u | u | -2.2 | -7%[11.6 µM]
O=C1CSC(c2ccc(F)cc2)N1c1c(F)cccc1F (stereo not drawn) | -24% | u | 0% | -10% | -11% | -4 | -1.4 | -4%
CCOC(=O)c1cnc2nc(C)[nH]n2c1=O | 5% | 12% | -1% | 7% | 2% | -28 | 0.3 | -17%[57.1 µM]
N#CC(Sc1ccccn1)c1ccc(Cl)cc1Cl (stereo not drawn) | -13% | 25µM* | 1% | 5% | u | 0 | 0.1 | -2%
O=C(c1cccc(S(=O)(=O)NCc2ccccc2)c1)N1CCN(c2ccccc2Cl)CC1 | -1% | -2% | x | 6% | -12% | 11 | -1.8 | -4%
N#Cc1c2n(c(=S)n(-c3ccc(F)cc3)c1=O)CCCCC2 | 1% | 5% | 0% | 0% | -10% | -4 | -1.8 | -3%
FC(F)Sc1ccc(NC2=NCCCCC2)cc1 | 7% | 1% | 1% | 4% | -9% | 4 | -0.4 | 3%
CN(C)S(=O)(=O)N1CCN(c2ccc([N+](=O)[O-])c(N3CCOCC3)c2)CC1 | -21% | -8% | 2% | 1% | -3% | 3 | 0.8 | -6%
Cc1ccc(NC(=O)c2noc3c2CCCCC3)cc1 | 11% | -3% | 1% | 4% | -3% | x | 2.8 | 0%
Cn1c(=O)c2c(nc(N3CCOCC3)n2C/C=C/c2ccccc2)n(C)c1=O | 22% | 1% | 0% | -1% | 2% | -2 | -0.7 | -1%
COc1ccccc1OCCC(=O)OCC(=O)c1c(N)n(C)c(=O)n(C)c1=O | -5% | 26% | -1% | 2% | -5% | -3 | -0.4 | -1%
COc1ccccc1NC(=O)N1CCc2c([nH]c3ccccc23)C1C(F)(F)F (stereo not drawn) | u | -20% | 0% | 8% | -4% | 10 | 0.3 | -23%
Cc1cccc(-c2cc(C(=O)Nc3ccncc3)c3ccccc3n2)c1 | 1% | -6% | 1% | 17% | -6% | 9 | -1.6 | 5%
CC(=O)c1ccc(Sc2ccccn2)c([N+](=O)[O-])c1 | 6% | 3% | -1% | -5% | -1% | -7 | 0.0 | 6%
CCn1c(SC(C)C)nnc1-c1cc(-c2ccccc2)sc1N | -7% | 18%[57.1 µM] | -8% | 10% | -26% | -3 | 0.1 | -10%
Cc1cccc(N(Cc2cc3ccc(C)cc3[nH]c2=O)C(=O)c2ccco2)c1 | 9% | 5% | -3% | -11% | u | -25 | -2.0 | 9%
CC(=O)c1cccc(NC(=O)NCc2ccccn2)c1 | -14% | -5% | 0% | 8% | -4% | x | 0.7 | -9%
CC(=O)c1sc(-c2ccc(F)cc2)cc1NS(=O)(=O)c1ccc(C)cc1 | -28% | 6% | -19% | -2% | -11% | 11 | -25 | -28%
Cc1csc(NC(=O)c2cccc(S(=O)(=O)N3CCCCC3)c2)n1 | 4% | -6% | -1% | 10% | -8% | -2 | -3.8 | -10%
CCOc1ccccc1NC(=O)Cn1cnc2c(nnn2-c2cccc(OC)c2)c1=O | -9% | -6% | -1% | -7% | 7% | 7 | 0.3 | -14%
COc1ccc(C2=CC(=O)CC(c3ccccc3)C2)cc1 (stereo not drawn) | 6% | -11% | 1% | 2% | -9% | -8 | -0.8 | -3%
COc1cccc2[nH]c(C(=O)NCCCN3CCCC3=O)cc12 | u | -7% | 1% | -5% | -5% | 0 | -2.9 | -1%
CCCC1(C)NC(=O)c2ccccc2O1 (stereo not drawn) | 7% | 7% | 1% | -12% | -12% | 0 | 1.6 | 10%
O=C(O)c1ccc(Cl)c(NC(=O)C2CCCN2S(=O)(=O)c2cccc3nsnc23)c1 (stereo not drawn) | -1% | -1% | 2% | 6% | 4%&-11% | 2 | -1.9 | -4%
CSc1nc2ccccc2cc1/C=C(\C#N)c1ccccc1 | 4% | -7% | 3% | 16% | 0% | 19 | 0.0 | -4%
Cn1c(N)c(C(=O)c2cc(-c3ccccn3)nc3ccccc23)c(=O)[nH]c1=O | 11% | 16% | 1% | 2% | -3% | -11 | -7.9 | 6%
Cc1cc(C)cc(C(=O)NN2CCOCC2)c1 | 1% | -1% | -2% | -7% | -7% | -4 | -1.7 | 4%
COc1ccc2noc3c2c1C(=O)c1ccccc1-3 | x | 456%[activator] | x | 100µM* | 0.38µM* | -14 | 0.0 | u
COc1ccccc1C(=O)NC(CCSC)C(=O)OC(C)C(=O)NC1CC1 (stereo not drawn) | 7% | -6% | 1% | 2% | -2% | 2 | -1.0 | -14%
c1ccc2cc3[nH]c(CN4CCCCC4)nc3cc2c1 | 24% | -8% | 3% | -7% | -11% | -7 | -0.7 | 0%
CC(=O)Nc1ccc(NC(=O)C(C)Oc2ccc(C)nc2[N+](=O)[O-])cc1 (stereo not drawn) | -8% | 6% | -4% | 10% | 1% | 4 | -1.1 | -21%
COc1ccc2nc(NC(=O)CSc3nnc(-c4ccoc4C)n3C)sc2c1 | 5% | 14% | -1% | -8% | -4% | -4 | 0.5 | 2%[57.1 µM]
COc1cccc(N2CC(C(=O)NC3CCCCC3)CC2=O)c1 (stereo not drawn) | 7% | -2% | 2% | -1% | -3% | -1 | 1.9 | -3%
CCc1ccc(/C(C)=N/NC(=O)CNC(=O)/C=C/c2ccco2)cc1 | u | -9% | x | 2% | u | -84* | -2.8 | 28µM*
Cc1ccc(-c2nc(C)sc2CC(=O)OCC(=O)Nc2ccc(F)c(Cl)c2)cc1 | -26% | -18% | x | 7% | -9% | 16 | -1.2 | -14%[57.1 µM]
Cc1ccccc1-c1nc(CS(=O)(=O)CC(=O)NC2CC2)c(C)o1 | -1% | 0% | 0% | 2% | 1% | 11 | 0.1 | -2%
C=CCNC(=O)/C(=C\c1cccc([N+](=O)[O-])c1)NC(=O)c1ccccc1 | -5% | -8% | 1% | 5% | -4% | -4 | -1.7 | -2%
CCn1nc(C)c(CN2CCC(n3nccc3NC(=O)CCCc3ccccc3)CC2)c1C | -10% | -7% | 3% | -4% | -5% | 5 | 1.5 | -12%
Cc1ccc(NC(=O)Cn2ccc([N+](=O)[O-])n2)cc1C | -22% | 0% | -1% | 6% | -7% | 1 | 0.4 | 3%
CC(O)(c1cccc(F)c1)c1nc(-c2cc(F)cc(F)c2)cs1 (stereo not drawn) | -17% | u | x | -12% | -2% | 24 | -1.3 | -7%
N#Cc1ccc(C2=CC(=O)C[C@H](c3ccc4c(c3)OCO4)C2)cc1 | -3% | 11% | -1% | -4% | -4% | -12 | -2.2 | 6%
O=C(NCC(=O)N1CCN(S(=O)(=O)c2ccccc2F)CC1)c1ccc(Br)o1 | 0% | 7% | 0% | -24% | 5% | -5 | 1.4 | 4%
Cc1nc2ccc(Br)cn2c1NC(C)(C)C | -4% | -3% | -1% | 1% | -3% | x | -14 | -5%
CS/C(=C\[N+](=O)[O-])Nc1ccc(C)cc1 | 8% | 0% | -1% | 4% | -5% | 1 | 1.5 | -4%
COCCN(CC(=O)NC1CCCCC1)C(=O)CCCC(=O)Nc1ccccn1 | 8% | 10% | -7% | 2% | 2% | -3 | -2.6 | 8%
COC(=O)c1cccc(NC(=O)c2ccc(S(=O)(=O)N(C)c3ccccc3OC)cc2)c1 | -9% | 4% | x | 13% | -1% | 7 | 0.1 | -8%
CCc1ccc(-c2cc(C(=O)Nn3cnnc3)c3ccccc3n2)cc1 | 4% | 5% | 0% | -6% | -13% | x | -0.1 | -4%
O=C(CSc1ccc([N+](=O)[O-])cn1)Nc1ccc(N2CCOCC2)c(Cl)c1 | -32% | 5% | -3% | 3% | -21% | 10 | 1.7 | -2%
CNc1nc(N)c([N+](=O)[O-])c(NC2CCCCC2)n1 | -2% | 4% | 3% | 2% | 0% | 16 | -3.0 | 5%
CCN(Cc1cc2cc(C)ccc2[nH]c1=O)C(=O)c1cccc([N+](=O)[O-])c1 | 13% | u | 2% | -5% | 5% | 0 | -0.3 | 0%
O=S1(=O)CCN2C(=N1)Sc1c2ccc2c1CCCC2 | -1% | 13% | -1% | 4% | -5% | x | -1.2 | -10%
COc1cc(NC(=O)c2cc3sccc3n2C)cc(OC)c1 | -9% | -4% | -5% | 3% | -6% | x | 0.6 | -9%
O=C(Nc1ccc(-n2cccn2)cc1)C1CCCCN1Cc1cccc2c1OCO2 (stereo not drawn) | -24% | -23% | 2% | 17% | -16% | -5 | -0.1 | 0%
C#Cc1ccc([C@@H]2C=C(C(=O)NCc3nc4ccccc4[nH]3)O[C@H](OCC)[C@H]2CCCO)cc1 | -23% | u | 1% | -6% | -4% | -1 | -0.2 | 1%
CCN(CC)CCOC(=O)C(Cc1ccco1)Cc1cccc2ccccc12 (stereo not drawn) | -21% | -7% | x | 2% | 1% | -2 | 1.9 | -8%
Cc1ccc(NC(=S)N2CCC(c3nc4ccccc4s3)CC2)cc1C | -13% | -5% | 1% | 22% | -5% | x | -2.8 | -16%[57.1 µM]
CCc1ccc(/C=N/NC(=O)c2cc(C)on2)s1 | -15% | -5% | 2% | 2% | -5% | -9 | -6.8 | -5%

Three entries from above, arranged by the value under PI5P4Ka inh, largest number first:
canonical_smiles	PI5P4Ka inh
CC(O)(c1cccc(F)c1)c1nc(-c2cc(F)cc(F)c2)cs1 (stereo not drawn)	24
CNc1nc(N)c([N+](=O)[O-])c(NC2CCCCC2)n1	16
CCc1ccc(/C=N/NC(=O)c2cc(C)on2)s1	-9

Remaining list, next part
SMILES | EPAC1 antagonist | EPAC2 antagonist | MmCpn inh | EPAC1 agonist | PLK1 PBD block | PI5P4Ka inh | CCT modulator | WRN helicase inh
Cc1ccc(C)c(-n2c3nc(=O)[nH]c(=O)c-3cc3cc([N+](=O)[O-])ccc32)c1 | 56µM* | -15% | -3% | 4% | 7.5µM* | -65* | -1.7 | 79µM*
Oc1ccc(F)c2cccnc12 | -11% | -15% | -1% | -14% | 5.3µM* | u | 2.6 | 4%
O=C(O)CC1(CC(=O)Nc2ccc3c(c2)OCCCO3)CCCCC1 | -3% | 4% | 1% | 7% | -4% | 0 | -4.8 | 0%
COC(=O)c1ccc(COc2ccc(/C=N/NC(=O)C(=O)Nc3ccc(OC)cc3)cc2OC)o1 | -4% | -8% | -1% | 3% | 4% | 0 | 0.3 | -2%
CCn1c(SCC(=O)Nc2cc(C)on2)nc2c([nH]c3ccccc32)c1=O | 1% | 17% | -1% | -6% | -6% | 6 | -0.7 | 4%
